FBA Mtb inh: inhibitors of M. tuberculosis fructose-bisphosphate aldolase. P9WQA3. inhibition, % at 1 µM. hit rate 2.3% among 360,000. purified M. tuberculosis FBA, fluorescence read-out; in the data active = inhibition above about 27%;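 also: 0% = vehicle and 100% = reference inhibitor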
Target sequence (P9WQA3 whole entry, looked up): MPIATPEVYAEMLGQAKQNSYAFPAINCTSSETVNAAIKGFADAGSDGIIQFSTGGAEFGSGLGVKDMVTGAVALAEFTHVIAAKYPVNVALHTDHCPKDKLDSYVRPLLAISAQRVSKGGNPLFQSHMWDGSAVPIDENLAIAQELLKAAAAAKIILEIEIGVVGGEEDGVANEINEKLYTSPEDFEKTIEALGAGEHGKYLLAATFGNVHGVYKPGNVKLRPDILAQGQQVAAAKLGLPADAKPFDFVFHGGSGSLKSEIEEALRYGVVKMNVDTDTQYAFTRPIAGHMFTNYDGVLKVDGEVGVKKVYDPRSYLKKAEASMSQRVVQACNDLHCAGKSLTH
Mtb BioA inh: BioA (M. tuberculosis) enzyme inhibition | purified M. tuberculosis BioA enzyme, plate reader | inhibition, % at 9.99 µM | hit rate 0.096% among 360,000 | AID 602481; in the data active = inhibition above about 40%
PriA SSB inh: K. pneumoniae PriA-SSBct interaction inhibition | AlphaScreen SSBct-PriA binding, biotinylated peptide | inhibition, % at 33 µM | hit rate 0.6% among 430,000 | AID 1272365; in the data active = inhibition mostly above about 37%, no sharp cut-off; inactive = mostly below about 20%;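 also: plate controls were negative control peptide for no effect and reference peptide for full effect; strong numbers were not always called active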
* = called active by the depositor; . = no result given; & = joins results of further samples. Some of the compounds tested, so the mix of outcomes need not match the whole.

no.	compound	FBA Mtb inh	Mtb BioA inh	PriA SSB inh
1	CCCCNC(=O)c1nc(C2CCN(S(=O)(=O)c3cccc(C(F)(F)F)c3)CC2)oc1-c1ccccc1	-5	-0.3	.
2	Cc1cc2nc(-c3cccc(Cl)c3)c(Cc3ccccc3)n2c(C)c1Br	-2	1.2	.
3	CCCCN(CCCC)Cc1cc(=O)oc2ccc3ccccc3c12	-2	-0.9	.
4	CC(C)(C)S(=O)N1Cc2cc(C(=O)N3CCOCC3)nc(-c3cccc(Br)c3)c2[C@@H]1CCO (some centres not stated)	4	-5.0	.
5	Cc1cn([C@H]2C[C@H](O)[C@@H](CCC(=O)NCC3CCCO3)O2)c(=O)[nH]c1=O (some centres not stated)	0	-2.3	.
6	COC(=O)N(C)C[C@H]1OCc2cn(nn2)CCCC(=O)N([C@@H](C)CO)C[C@@H]1C	0	-0.4&-2.3	.
7	Cc1ccc(Cc2c(-c3ccc(C#N)cc3)nc3ccc(Cl)cn23)cc1	9	-0.1	.
8	CC(=O)N1C[C@@H](CO)[C@@H](N(C)C(=O)C(C)(C)C)C[C@H]1c1ccccc1	-2	20	.
9	Brc1ccc2nc(-c3ccco3)c(Cc3ccccc3)n2c1	-5	6.2	.
10	Clc1ccc(-c2nc3ccc(Br)cn3c2Cc2cccc(Cl)c2)cc1	-6	-1.3	.
11	Cc1ccc(N2CCN(C(=O)c3[nH]c(C(F)(F)F)nc3-c3ccccc3)CC2)cc1	1	2.0	.
12	COc1ccc(OC)c(CNC(=O)c2[nH]c(C(F)(F)F)nc2-c2ccccc2)c1	5	2.5	.
13	O=C1Nc2c(Cl)cccc2C1=O	1	-1.0	.
14	CC(=O)N1CCN(Cc2cc(=O)oc3cc(C)c(C)cc23)CC1	1	2.8	.
15	COc1ccc(Cc2c(-c3ccco3)nc3c(C)cc(Br)cn23)c(C)c1	-1	1.9	.
16	Cn1ccc2c(-c3ccc(CO)cc3)cc3c(c21)C1CCC3C1 (configuration not stated)	81*	2.2	.
17	COc1ccc(-c2ccc3c(c2)CN(C(=O)C(C)(C)C)Cc2cnnn2-3)cc1	140*	-3.5	.
18	CCC(=O)N1CCN(Cc2nc(C)cs2)CC1	.	.	-7
19	CC(C)CNC(=O)CCCCn1c(=O)c2ccccc2n(CC(=O)NCc2ccccc2)c1=O	.	.	-7
20	COc1cc(C=NNc2nc(N3CCCC3)nc(N3CCCC3)n2)ccc1O	.	.	2
21	COc1ccc(CC(=O)NC(=S)Nc2ccc(S(=O)(=O)Nc3nc(C)cc(C)n3)cc2)cc1	.	.	-4
22	CC(=O)c1cccc(S(=O)(=O)N2CCC(n3c(=O)[nH]c4ccc(F)cc4c3=O)CC2)c1	.	.	-9
23	COc1ccc(C2=NN(C(=O)CN3CCOCC3)C(c3cccs3)C2)c(OC)c1 (configuration not stated)	.	.	0
24	CC(C)(Oc1ccc(Cl)cc1)C(=O)NCc1ccnc(-c2cccs2)c1	.	.	-2
25	COc1cccc(-c2c(C(=O)NN=Cc3ccc(C)o3)nnn2-c2nonc2N)c1	.	.	0
26	Cc1ccc2cc(CCNC(=S)Nc3ccc([N+](=O)[O-])cc3)c(=O)[nH]c2c1C	.	.	-2
27	CSCCC(C)(O)CNC(=O)C(=O)Nc1cccc(Cl)c1C (configuration not stated)	.	.	-8
28	COc1ccc(/C=C/C(=O)NC(C)c2ccccc2)cc1Br (configuration not stated)	.	.	-6
29	CC(C)c1nnc(NC(=O)COc2cccc(Br)c2)s1	.	.	1
30	Cc1cc(OCC(O)COc2ccc(Cl)c(C)c2)ccc1Cl	.	.	-2
31	N#Cc1ccsc1NC(=O)c1ccc(S(=O)(=O)N2CCc3ccccc3C2)cc1	.	.	-16
32	COCCCNc1nc(Nc2ccc(F)cc2)c2cnn(C)c2n1	.	.	-11
33	Cc1c(Cc2ccc3c(c2)OCO3)sc(NC(=O)c2cc3cc([N+](=O)[O-])ccc3s2)c1C#N	.	.	-2
34	COc1ccc(CC(=O)Oc2c(S(=O)(=O)c3ccc(C)cc3)c(C)nn2-c2ccccc2)cc1OC	.	.	-17
35	C[C@@H](Cc1ccco1)NS(=O)(=O)Cc1ccc(C(F)(F)F)cc1	.	.	-10
36	COc1ccc(-c2csc(NC(=O)c3cccc(C(=O)Nc4nc(-c5ccc(OC)cc5OC)cs4)n3)n2)c(OC)c1	.	.	-9
37	COc1ccc(C(=O)N2CCCC(Cc3nc(C4CC4)no3)C2)cc1F (configuration not stated)	.	.	5
38	COC(=O)c1cc(C)sc1NC(=O)C1CC(=O)NN1C (configuration not stated)	.	.	17
39	CN(CC(=O)N(Cc1ccccc1)c1nc2ccc(F)cc2s1)S(C)(=O)=O	.	.	0
40	CCOC(=O)c1c(-c2ccc(C)o2)csc1NC(=O)c1ccco1	.	.	-3
41	CCn1nc(C)c2nc(SCC(=O)NCc3ccco3)n(Cc3ccc(OC)cc3)c(=O)c21	.	.	-23
42	CCCNC(=O)CCCCn1c(=O)c2ccccc2n(CC(=O)Nc2ccc3c(c2)OCCO3)c1=O	.	.	-9
43	COCCN1CCC(CNS(=O)(=O)c2ccc(C(C)(C)C)cc2)CC1	.	.	-13
44	CCOC(=O)c1cn(Cc2ccc(F)cc2Cl)nc1S(=O)(=O)N1CCCCCC1	.	.	-12
45	CN(C)c1ccc(C=NNC(=O)C(=O)N2CCCCCC2)cc1	.	.	-14
46	Cc1ccc(N(C)S(=O)(=O)c2ccsc2-c2nc(-c3ccccc3Cl)no2)cc1	.	.	-3
47	C/C=C/C=[N+](\[O-])C(C)C(=NO)c1ccc(F)cc1 (configuration not stated)	.	.	-14
48	COc1ccc2nc(-c3ccc(NS(=O)(=O)c4ccc5c(c4)CCCC5)cc3)cn2n1	.	.	-8
49	O=C1CSC(=O)N1CCN1C(=O)CC(N2C(=O)/C(=C/C=C/c3ccccc3)SC2=S)C1=O (configuration not stated)	.	.	-1
50	O=C(COc1ccc(Cl)cc1)Nc1ccc(-c2cn3cccnc3n2)cc1	.	.	6

Exported screen by screen: 2 of the compounds above
26	Cc1ccc2cc(CCNC(=S)Nc3ccc([N+](=O)[O-])cc3)c(=O)[nH]c2c1C
27	CSCCC(C)(O)CNC(=O)C(=O)Nc1cccc(Cl)c1C (configuration not stated)
Assay by compound | 26 | 27
FBA Mtb inh | . | .
Mtb BioA inh | . | .
PriA SSB inh | -2 | -8

Going on with the list.
no.	compound	FBA Mtb inh	Mtb BioA inh	PriA SSB inh
51	CNC(=S)NNc1nc2sc3c(c2c(=O)[nH]1)CCCC3	.	.	-6
52	COc1ccc(CNC(=O)NCC2CCN(c3ncccn3)CC2)cc1	.	.	-7
53	CC(=NNC(=O)c1cccnc1)c1ccc(-n2ccnc2)cc1	.	.	-3
54	CN(C)c1ncc(NS(=O)(=O)c2ccc3c(c2)OCCO3)c(N(C)C)n1	.	.	-1
55	Cc1oncc1C(=O)Nc1ccccc1Cc1nc(-c2cccs2)no1	.	.	1
56	CC(C)(C)n1ncc2c(=O)n(CCC(=O)N3CCN(C(=O)c4ccco4)CC3)cnc21	.	.	-5
57	CC1=CC(=O)C(C(C)C)=C/C1=C(\c1cc(C(C)C)c(O)cc1C)c1ccccc1S(=O)(=O)O	.	.	59*
58	COc1ccc(C(=O)Oc2ccc3nc(N4CCN(C)CC4)sc3c2)cc1	.	.	-9
59	CN=c1scc(-c2cccs2)n1N=Cc1ccc(O)c(O)c1O	.	.	60
60	CC(=NNC(=O)c1ccc(-n2cnnn2)cc1)c1ccc(Cl)cc1	.	.	-9
61	O=C(Nc1ccccc1)N(Cc1ccccc1)c1nc2ccccc2s1	.	.	-15&-2
62	NCc1cc2ccccc2o1	.	.	-15
63	CC(C)S(=O)(=O)c1ccc(CC(=O)Nc2ccccc2NC(=O)c2ccccc2Cl)cc1	.	.	-8
64	O=C(CCS(=O)(=O)c1ccc(F)cc1)Nc1cccc(Cl)c1Cl	.	.	-14&-6
65	COc1ccc(NC(=O)c2nc(-c3cn(-c4ccc(F)cc4)nn3)no2)cc1	.	.	6
66	O=C(c1ccc(Cl)s1)N(CCCn1ccnc1)c1nc2c(F)cccc2s1	.	.	38*
67	Cc1sc2ncnc(SCC(=O)Nc3ccccc3F)c2c1C	.	.	-10
68	O=C(Nc1ccc2n[nH]nc2c1)c1cc(N2CCCC2)ncn1	.	.	-8
69	O=C(NCCn1cnc2ccsc2c1=O)c1c[nH]c(=O)c(Cl)c1	.	.	-6
70	COc1ccc(C(F)(F)F)cc1NC(=O)CSc1ccc(NC(=O)C2CC2)nn1	.	.	6
71	CSc1ccc2nc(NC(=O)CS(=O)(=O)c3ccc(F)cc3)sc2c1	.	.	14
72	O=C(CCc1ccc(Cl)c(F)c1)N1CCC(n2ccnn2)CC1	.	.	-6
73	O=C(NCc1ccc(C(=O)c2ccsc2)s1)Nc1ccccc1	.	.	-5
74	O=C(Nc1ccccc1Cc1nc(-c2cccs2)no1)c1ccc2nsnc2c1	.	.	-7
75	CCNC(=S)NN=C(C)c1ccc(Cl)s1	.	.	-3
76	CC1=C(C(=O)O)SCCO1	.	.	-3
77	CC1(C)C(C=C(Cl)Cl)C1C(=O)Nc1ccc(N=Nc2ccccc2)cc1 (configuration not stated)	.	.	11
78	O=C(CSc1ncnc2c1nnn2-c1cccc(Cl)c1)c1ccccc1	.	.	-6
79	O=C(NCCn1nc(-c2cccs2)ccc1=O)C(F)(F)F	.	.	-1
80	CCc1ccc(N(Cc2ccccc2Cl)S(=O)(=O)c2cccn3c(C)nnc23)cc1	.	.	-8
81	O=[N+]([O-])c1ccc2c(c1)CN(S(=O)(=O)c1cccs1)CC2	.	.	22
82	O=C(Oc1coc(CSc2nnc(NC(=O)C3CC3)s2)cc1=O)c1cc2ccccc2oc1=O	.	.	-2
83	COc1cc(NC(=O)c2ccc(=O)n(C)n2)cc(OC)c1	.	.	-3
84	CN(N=Cc1cc(Br)cc(Br)c1O)c1ccccc1	.	.	-5
85	O=C(NCCn1ccc(-c2ccsc2)n1)c1ccccc1S(=O)(=O)C(F)F	.	.	-2
86	COc1ccc(OC)c(S(=O)(=O)NN=Cc2c[nH]c3ccccc23)c1	.	.	-1
87	O=C(CCS(=O)(=O)c1ccccc1)NCC(O)Cn1ccccc1=O (configuration not stated)	.	.	-4
88	COC(CNC(=O)c1csc(-c2ccccc2)n1)c1ccco1 (configuration not stated)	.	.	-31
89	Nc1ncnc(Nc2ccc(F)cc2F)c1[N+](=O)[O-]	.	.	-9
90	Cc1cccc(-n2ccnc2SCC(=O)Nc2ccc([N+](=O)[O-])cc2)c1C	.	.	51*
91	N#Cc1nccnc1N1CCC(CNC(=O)c2ccno2)CC1	.	.	-13
92	Cc1cc(NC(=O)C23CC4CCC(CC(C4)C2)C3)no1	.	.	0
93	O=C(NC[C@@H](c1ccsc1)N1CCCCCC1)c1ccccc1C(F)(F)F	.	.	0
94	COc1cc(C(=O)Nc2ccccc2-c2nc3ccccc3s2)cc(OC)c1OC	.	.	-24
95	CC(C)(C)c1csc(CN2CCN(C(=O)COc3ccccc3)CC2)n1	.	.	-4
96	O=C(c1ccc(Oc2ccccc2)cc1)N1CCCSC[C@@H]1CN1CCCC1	.	.	4

Of the compounds above, these have two or more sulfur atoms.
no.	compound	FBA Mtb inh	Mtb BioA inh	PriA SSB inh
21	COc1ccc(CC(=O)NC(=S)Nc2ccc(S(=O)(=O)Nc3nc(C)cc(C)n3)cc2)cc1	.	.	-4
31	N#Cc1ccsc1NC(=O)c1ccc(S(=O)(=O)N2CCc3ccccc3C2)cc1	.	.	-16
33	Cc1c(Cc2ccc3c(c2)OCO3)sc(NC(=O)c2cc3cc([N+](=O)[O-])ccc3s2)c1C#N	.	.	-2
36	COc1ccc(-c2csc(NC(=O)c3cccc(C(=O)Nc4nc(-c5ccc(OC)cc5OC)cs4)n3)n2)c(OC)c1	.	.	-9
39	CN(CC(=O)N(Cc1ccccc1)c1nc2ccc(F)cc2s1)S(C)(=O)=O	.	.	0
46	Cc1ccc(N(C)S(=O)(=O)c2ccsc2-c2nc(-c3ccccc3Cl)no2)cc1	.	.	-3
49	O=C1CSC(=O)N1CCN1C(=O)CC(N2C(=O)/C(=C/C=C/c3ccccc3)SC2=S)C1=O (configuration not stated)	.	.	-1
51	CNC(=S)NNc1nc2sc3c(c2c(=O)[nH]1)CCCC3	.	.	-6
59	CN=c1scc(-c2cccs2)n1N=Cc1ccc(O)c(O)c1O	.	.	60
66	O=C(c1ccc(Cl)s1)N(CCCn1ccnc1)c1nc2c(F)cccc2s1	.	.	38*
67	Cc1sc2ncnc(SCC(=O)Nc3ccccc3F)c2c1C	.	.	-10
71	CSc1ccc2nc(NC(=O)CS(=O)(=O)c3ccc(F)cc3)sc2c1	.	.	14
73	O=C(NCc1ccc(C(=O)c2ccsc2)s1)Nc1ccccc1	.	.	-5
74	O=C(Nc1ccccc1Cc1nc(-c2cccs2)no1)c1ccc2nsnc2c1	.	.	-7
75	CCNC(=S)NN=C(C)c1ccc(Cl)s1	.	.	-3
81	O=[N+]([O-])c1ccc2c(c1)CN(S(=O)(=O)c1cccs1)CC2	.	.	22
82	O=C(Oc1coc(CSc2nnc(NC(=O)C3CC3)s2)cc1=O)c1cc2ccccc2oc1=O	.	.	-2
85	O=C(NCCn1ccc(-c2ccsc2)n1)c1ccccc1S(=O)(=O)C(F)F	.	.	-2

Screens: PubChem, several laboratories
